# Apoferritin bind = qHTS Assay for Identification of Novel General Anesthetics; AID 485281, 2010; Potency, µM (top dose mostly 77.5 µM), inactives show at the top dose activity change, negative = displacement, hits mostly inhibitors; Ferritin light chain (Equus caballus), P02791; apoferritin/1-aminoanthracene competitive binding, fluorescence; 350,000 tested, 0.074% active; also: % is scaled to controls: 0 for no effect and ±100 for the full control effect; nearly all actives have a fitted effect of over 20% in size
# Target sequence (P02791 2-175 limits assumed): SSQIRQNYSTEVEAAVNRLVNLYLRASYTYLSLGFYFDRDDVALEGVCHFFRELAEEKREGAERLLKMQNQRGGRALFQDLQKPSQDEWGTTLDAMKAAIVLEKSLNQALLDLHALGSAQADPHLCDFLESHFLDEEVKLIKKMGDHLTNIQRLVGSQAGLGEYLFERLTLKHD
#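 Concentration-response curves derived by four-parameter Hill fitting of normalized fluorescence, where compounds displaced 1-AMA from 10 uM horse apoferritin following a brief 10 min room-temperature incubation; propofol titration acted as positive control.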
# APEX1 inh = qHTS Assay for Inhibitors of the Human Apurinic/apyrimidinic Endonuclease 1 (APE1) | recombinant APE1, TAMRA/BHQ-2 abasic DNA cleavage fluorescence | DNA repair nuclease/redox regulator APEX1 (Homo sapiens), P27695 | Potency, µM (titrated, usually from 65.8 µM), without a hit: top-dose activity change, negative = inhibition, most hits filed as inhibitors | AID 2517, 2012 | 350,000 tested, 0.35% active;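 also: plate controls were vehicle for no effect and reference inhibitor for full effect; nearly all actives have a fitted effect of over 55% in size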
#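 Step 1: APE1 (0.75 nM) with compound, 15 min RT. Step 2: add 50 nM fluorophore/quencher THF duplex. Step 3: three fluorescence reads 60 s apart (525/598 nm); read 3 minus read 1 = reaction progress.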
# BAZ2B inh = qHTS Assay for Inhibitors of BAZ2B; Bromodomain adjacent to zinc finger domain protein 2B (Homo sapiens), Q9UIF8; AlphaScreen BAZ2B-H3K14Ac peptide displacement; AID 504333, 2011; 360,000 tested, 4.4% active; Potency, µM (top dose mostly 114 µM), without a hit: at the top dose activity change, negative = inhibition, hits mostly inhibitors; also: % is scaled to controls: 0 for no effect and ±100 for the full control effect; nearly all actives have a fitted effect of over 60% in size
#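 Complex of BAZ2B and biotin-H3K14Ac (50 nM apiece) forms over 30 min at RT, then faces library compounds up to 110 uM for another 30 min; AlphaScreen beads added, 20 min dark incubation, luminescence read.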
# BLM helicase inh = qHTS Assay for Inhibitors of Bloom's syndrome helicase (BLM); Potency, µM (titrated, usually from 56.1 µM), for the others: at the top dose activity change, negative = inhibition, most hits filed as inhibitors; RecQ-like DNA helicase BLM (Homo sapiens), P54132; AID 2528, 2010; recombinant BLM DNA unwinding, fluorescence dequenching; 350,000 tested, 0.2% active;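 also: plate controls were vehicle for no effect and no enzyme for full effect; nearly all actives have a fitted effect of over 35% in size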
# POLH inh = qHTS for Inhibitors of Polymerase Eta. DNA polymerase eta (Homo sapiens), Q9Y253. recombinant Pol eta, fluorescent DNA replication assay. Potency, µM (top dose mostly 114 µM), for inactives: at the top dose activity change, negative = inhibition, actives largely listed as inhibitors. 390,000 tested, 1.2% active. AID 588591, 2011; also: % is scaled to controls: 0 for no effect and ±100 for the full control effect
#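 Pol eta at 10 nM preincubated with compounds 15 min at room temperature; reaction started with fluorescent substrate (50 nM final) and read kinetically at 0 and 10 min.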
# G9a inh = qHTS Assay for Inhibitors of Histone Lysine Methyltransferase G9a | Histone-lysine N-methyltransferase EHMT2 (Homo sapiens), Q96KQ7 | G9a H3K9 monomethylation, AlphaScreen, 2 h | Potency, µM (doses to about 102 µM), without a hit: at the top dose activity, negative = inhibition, actives largely listed as inhibitors | 350,000 tested, 8.8% active; also: % is scaled to controls: 0 for no effect and ±100 for the full control effect; nearly all actives have a fitted effect of over 75% in size
#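 Signal arises when biotinylated H3K9 peptide, once monomethylated, bridges streptavidin donor and antibody-captured acceptor beads. Enzyme at 20 nM was preincubated 15 min with test compounds; peptide 500 nM and SAM 20 uM then reacted for 2 h.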
# POLK inh = qHTS for Inhibitors of Polymerase Kappa. purified Pol kappa, fluorescent DNA synthesis assay, 10 min. Potency, µM (titrated, usually from 107 µM), without a hit: top-dose activity, negative = inhibition, most hits filed as inhibitors. 400,000 tested, 0.53% active. AID 588579, 2011; also: % is scaled to controls: 0 for no effect and ±100 for the full control effect
# Target sequence (Q9UBT6 whole entry, looked up): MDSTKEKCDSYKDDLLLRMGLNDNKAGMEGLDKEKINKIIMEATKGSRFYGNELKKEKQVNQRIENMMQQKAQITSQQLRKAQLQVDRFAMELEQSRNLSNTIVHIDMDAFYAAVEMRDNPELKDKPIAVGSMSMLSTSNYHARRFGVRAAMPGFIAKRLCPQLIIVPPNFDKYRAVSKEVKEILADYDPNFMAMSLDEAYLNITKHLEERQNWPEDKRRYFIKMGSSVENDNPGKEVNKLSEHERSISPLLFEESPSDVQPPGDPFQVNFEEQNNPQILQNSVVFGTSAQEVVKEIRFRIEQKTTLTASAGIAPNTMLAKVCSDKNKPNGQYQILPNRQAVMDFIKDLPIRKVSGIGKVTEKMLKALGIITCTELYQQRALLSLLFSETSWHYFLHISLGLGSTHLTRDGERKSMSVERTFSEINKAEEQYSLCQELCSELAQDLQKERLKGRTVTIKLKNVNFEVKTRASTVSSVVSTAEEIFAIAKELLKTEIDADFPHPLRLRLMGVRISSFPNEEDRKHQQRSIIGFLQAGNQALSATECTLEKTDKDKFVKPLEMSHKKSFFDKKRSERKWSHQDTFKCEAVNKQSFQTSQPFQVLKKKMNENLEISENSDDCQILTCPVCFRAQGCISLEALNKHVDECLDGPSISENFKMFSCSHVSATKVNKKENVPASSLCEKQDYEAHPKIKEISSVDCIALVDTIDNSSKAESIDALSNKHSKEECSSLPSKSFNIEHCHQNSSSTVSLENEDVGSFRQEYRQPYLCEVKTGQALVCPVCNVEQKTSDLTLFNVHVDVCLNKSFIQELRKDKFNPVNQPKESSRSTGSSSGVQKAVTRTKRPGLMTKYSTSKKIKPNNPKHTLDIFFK
#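 Enzyme at 10 nM met test compounds for 15 min at room temperature. Substrate addition (50 nM final) began the reaction, which was monitored by fluorescence at 0 and 10 min.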
# POLI inh = qHTS for Inhibitors of Polymerase Iota; DNA polymerase iota (Homo sapiens), Q9UNA4; Pol iota fluorescent replication assay, 10 min; Potency, µM (highest dose often 115 µM), for inactives: at the top dose activity, negative = inhibition, hits mostly inhibitors; 390,000 tested, 1% active; AID 588590, 2011
#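 Fluorescent replication assay read twice, at 0 min and 10 min after adding 50 nM (final) substrate. Enzyme (10 nM) and compounds were first incubated 15 min at room temperature; enzyme-free buffer wells were negative controls.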
# POLB inh = qHTS Assay for Inhibitors of DNA Polymerase Beta; Potency, µM (highest dose often 114 µM), for inactives: at the highest dose activity change, negative = inhibition, most hits filed as inhibitors; Pol beta primer extension/strand displacement, fluorescence kinetic; 340,000 tested, 1.3% active; AID 485314, 2010; P06746; also: % is scaled to controls: 0 for no effect and ±100 for the full control effect
#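 Kinetic readout of DNA synthesis with strand displacement by Pol beta. Compound and 10 nM enzyme sit 15 min at room temperature; 50 nM substrate starts the reaction, read immediately and at 10 min.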
# * = called active by the depositor; u = inconclusive; x = not tested or not shown; & = joins results of further samples; [ ] = dose if it differs, or a comment. Calls follow the shape of the dose curve; as a rule, active = well fitted curve in the direction sought with a large enough effect; inconclusive = small, poorly fitted or top-dose-only effect, or another doubt; inactive = no such curve, though single readings can be large; an effect the other way counts as inactive or inconclusive. Potency is read from the fitted curve at half-maximal effect.
SMILES,Apoferritin bind,APEX1 inh,BAZ2B inh,BLM helicase inh,POLH inh,G9a inh,POLK inh,POLI inh,POLB inh
COc1ccc(-c2cn3c(C)c(C(=O)NCCN4CCOCC4)sc3n2)cc1,-16%,0%,u,1%,-15%,40µM*,-10%,8%,3%
COCCCNC(=O)c1cccc(OC)c1OC,7%,2%,6%,2%,-9%,-33%[12.7 µM],10%,10%,-24%
O=C(CCCCCn1c(=O)[nH]c2ccccc2c1=O)NCc1cccc(Cl)c1,-12%,x,0%,-1%,-3%,6%[59 µM],-5%[60.1 µM],0%,10%
Cc1ccc(NC(=O)CCS(=O)(=O)c2cccc3nonc23)c(C)c1,62%[activator],x,-3%,0%,3%,0%[59 µM],-9%[60.1 µM],-13%,-1%
C[C@@]12CCC3[C@@](CCC4[C@@]3(C)CCC[C@@]4(C)C(=O)N3CCCCC3)(CC1=O)C2 (some centres undefined),x,4%,11%,x,-4%,10%[0.501 µM],-14%,5%,x
O=[N+]([O-])/C=C/c1ccc2c(ccn2Cc2ccccc2)c1,-11%,13%,u,-16%,-2%,32µM*,-1%,u,7%
O=C(Cc1ccccc1F)Nc1ccc(S(=O)(=O)Nc2ncccn2)cc1,-19%,15%,2%,0%,-13%,u,4%,11%,-14%
COc1ccc(-c2c(C)oc3ccc(C)cc23)cc1,-7%,-7%,u,-4%,-15%,3%[59 µM],-9%,-7%,0%
CC(Oc1ccccc1)C(=O)NNS(=O)(=O)c1ccc([N+](=O)[O-])cc1 (centres undefined),-6%,0%,6%,-2%,-14%,14%[59 µM],-3%,22%,16%
O=C(C1CCCN(S(=O)(=O)c2cccs2)C1)N1CCN(c2cccc(Cl)c2)CC1 (centres undefined),58%[activator],x,-11%,-9%,-7%,-18%[59 µM],1%,-7%,-1%
CN1C(=O)c2ccccc2N(C)C1c1ccc2c(c1)OCO2 (centres undefined),169%[activator],23%,-7%,-3%,-6%,13%[59 µM],-19%,2%,-14%
O=C(Nc1cccc(-c2cscn2)c1)C1CCN(Cc2ccsc2)CC1,-4%,12%,-20%,4%,0%,u,-9%,-8%,4%
Cc1ccc(/C=N/NC(=O)c2ccncc2)o1,2%,10%,u,-1%,-12%,-17%[59 µM],-10%,-2%,-9%
Cc1cc(Nc2ccc(Cl)cc2)n(-c2ccccc2)n1,u,-3%,-3%,-10%,-22%,-6%[59 µM],-13%,11%,2%
CCOc1ccccc1CN(CCc1ccc2c(c1)OCO2)Cc1ccccn1,-20%,-1%,35µM*,5%,u,5µM*,-14%,-8%,3%
N#CCN(N=Nc1ccccc1)c1ccccc1,-21%,15%,0%,-9%,-14%,u,-5%,55%[activator],5%
CC(=O)N1[C@H](Cc2ccccc2)C=C[C@]1(C)C(=O)NCc1ccccn1,5%&-2%,u,u,0%&1%,-6%,u,15%,-3%,25%
CC(C)CC(OC(=O)c1ccco1)C(=O)NCC1CCCO1 (centres undefined),-9%,13%,10%,-3%,-9%,7%,0%,-5%,1%
O=C(CCN1CCCO1)N1CCCC(N2CCN(c3ccccc3F)CC2)C1 (centres undefined),9%,75%,17%,1%,-6%,-6%,11%,30%,42%
Cc1ccc(Cc2nc3ccccc3nc2SCC(=O)NCc2ccccc2Cl)cc1,-3%,x,-16%,-1%,-14%,6%[59 µM],0%[60.1 µM],9%,13%
Cc1cc(C)n(-c2c(F)c(F)c(COC(=O)c3ccccc3)c(F)c2F)n1,-1%,-1%,30%,-12%,-25%,124%[activator],-17%,-9%,-12%
O=C(Cn1ncc2c([nH]c3ccccc32)c1=O)NCCCN1CCN(c2ccc(F)cc2)CC1,0%,x,-4%,-5%,-8%,-6%[59 µM],-2%,-28%,-22%
Cc1ccc(-n2c(O)c(C=NC3CCS(=O)(=O)C3)c3ccccc3c2=O)cc1 (centres undefined),7%,0%,-5%,-3%,5%,9%[12.7 µM],1%,-7%[58.9 µM],32%
Cc1ccc(-c2csc(NCCn3c(-c4ccncc4)nc4ccccc43)n2)cc1,-22%,50%[activator],-37%,1%,-10%,20µM*,6%,17%,2%
CCn1cc(C(=O)NC2CC(C)(C)Cc3c2cnn3-c2cccc(F)c2)cn1 (centres undefined),-8%,22%,-2%,-2%,-19%,34%[activator],-11%,8%,1%

# Just BAZ2B inh, POLB inh and G9a inh, for 2 of the compounds above:
SMILES	BAZ2B inh	POLB inh	G9a inh
Cc1cc(C)n(-c2c(F)c(F)c(COC(=O)c3ccccc3)c(F)c2F)n1	30%	-12%	124%[activator]
O=C(Cn1ncc2c([nH]c3ccccc32)c1=O)NCCCN1CCN(c2ccc(F)cc2)CC1	-4%	-22%	-6%[59 µM]

# Of the compounds above, these contain a nitro group on carbon:
SMILES,Apoferritin bind,APEX1 inh,BAZ2B inh,BLM helicase inh,POLH inh,G9a inh,POLK inh,POLI inh,POLB inh
O=[N+]([O-])/C=C/c1ccc2c(ccn2Cc2ccccc2)c1,-11%,13%,u,-16%,-2%,32µM*,-1%,u,7%
CC(Oc1ccccc1)C(=O)NNS(=O)(=O)c1ccc([N+](=O)[O-])cc1 (centres undefined),-6%,0%,6%,-2%,-14%,14%[59 µM],-3%,22%,16%

# Remaining list, next part:
SMILES,Apoferritin bind,APEX1 inh,BAZ2B inh,BLM helicase inh,POLH inh,G9a inh,POLK inh,POLI inh,POLB inh
CC(C)C(Nc1ccc(S(=O)(=O)N2CCOCC2)cc1[N+](=O)[O-])C(=O)O (centres undefined),-8%,3%,u,-5%,0%,u,-22%,52%,2%
O=C(Nc1cccc(C(=O)OCc2cc(=O)n3c4c(sc3n2)CCCC4)c1)c1ccc(Cl)cc1,0%,x,-11%,-2%,-4%,-2%[12.7 µM],-5%[60.1 µM],17%,-1%
Cc1cccc(NC2=C(Cl)C(=O)OC2OC(C)C)c1 (centres undefined),-6%,-7%,-15%,-4%,-14%,8%,-19%,22%,3%
COc1cccc(-c2nc(NC(C)(C)C)c3ccccc3n2)c1O,-18%,-1%,u,-12%,-14%,u,-12%,-3%,-7%
Cc1ccc(-c2cc(C(=O)Nc3ccc(S(=O)(=O)Nc4ncccn4)cc3)c3ccccc3n2)cc1,-2%,7%,8%,0%,u,20%[59 µM],-3%,-11%,u
CC(C)OC(=O)C(C)Oc1ccc(C(=O)NCCc2ccccc2)cc1 (centres undefined),u,3%,-7%,-1%,0%,2%[2.33 µM],-5%,1%,-19%
COc1ccc(C(=O)Nc2ccccc2C(=O)N/N=C/c2ccc(O)c(OC)c2)cc1,u,-7%,3%,2%,-15%,-5%[2.33 µM],-10%,-6%,1%
COCCCNC(=O)c1oc2c(c1C)-c1nn(Cc3ccccc3Cl)cc1CC2,-9%,x,-17%,-7%,0%,-8%[59 µM],0%,2%,2%
COc1ccc2nc3cc(Cl)ccc3c(NCCCN3CCN(CCCNc4c5ccc(Cl)cc5nc5ccc(OC)cc45)CC3)c2c1,5%,u,x,73%[activator],x,x,u,x,x
CC(C)(C)c1ccc(C(=O)Nc2cc(-c3ccccc3)nn2-c2ccccc2)cc1,-2%,x,5%,-2%,-18%,-2%[59 µM],-14%[60.1 µM],13%,0%
Cc1c(Cl)cccc1NC(=O)CC(c1ccc(F)cc1)N1Cc2ccccc2C1=O (centres undefined),55%[activator],x,-32%,-5%,-17%,u,-5%,-11%,2%
CCOC(=O)C1CCCN(C(=O)c2cc3cc(OC)c(OC)cc3[nH]2)C1 (centres undefined),-8%,-1%,5%,-4%,-20%,11%,-9%,130%[activator],6%
COc1ccccc1NC(=O)C(=O)/C=C(\O)c1ccccc1,-5%,u,-18%,-7%,-8%,10%[59 µM],-8%,u,8%
O=C(O)c1ccc(C2SCC(=O)N2Cc2ccccc2)cc1 (centres undefined),0%,-4%,-4%,4%,-15%,14%[12.7 µM],-9%,17%,6%
CC1=NN(c2ccccc2)C(=O)C1C(=O)c1ccccc1 (centres undefined),5%,0%,-37%,-7%,-6%,u,-10%,-2%,6%
Cc1cc(=O)[nH]c2nnc(SCc3ccc(Cl)cc3)n12,51%[activator],x,u,-1%,-5%,17%[59 µM],-12%[60.1 µM],38%[activator],3%
CN(C(=O)CSc1ncnc2sccc12)c1c(N)n(Cc2ccccc2)c(=O)[nH]c1=O,-2%,7%,-1%,2%,-25%,2%,-4%,29%,8%
C=CCC1NS(=O)(=O)O[C@H](CCCC)[C@@H]1O (some centres undefined),-3%,20%,-7%,-1%,-23%,11%,-3%,21%,26%
COc1ccc(Cl)cc1NC(=O)Nn1cnnc1,-4%,7%,5%,-1%,-11%,-2%,-9%,11%,1%
CCOC(=O)c1ccc(N2C(=O)CC(Nc3ccc(O)cc3)C2=O)cc1 (centres undefined),-6%,2%,-29%,-1%,-16%,u,5%,-15%,16%
COc1ccccc1/C=C/C=N/n1c(-c2n[nH]c3c2CCC3)n[nH]c1=S,-9%,3%,-26%,-14%,u,1.4µM*,-27%,26%,7.9µM*
C/C(=N\NC(=O)CCCOc1ccc(Cl)cc1C)c1ccc(C)o1,-3%,10%,-31%,-3%,-3%,4%[59 µM],1%,112%[activator],-5%
O=C(Nc1ccc(-n2ccc(C(F)(F)F)n2)cc1)c1cccs1,u,8%,-2%,-7%,-9%,7%,-1%,32%,-4%
O=C(NC1CCCC1)C(c1cccs1)N(Cc1ccco1)C(=O)Cn1nnc(-c2cccs2)n1 (centres undefined),6%,-7%,4%,0%,-3%,3%[59 µM],-5%,-10%,4%
Cc1cc([N+](=O)[O-])nn1CC(=O)NC(C)c1ccccc1 (centres undefined),-3%,1%,10%,4%,-9%,x,-3%,146%[activator],21%

# The list is partial; the hit share may differ from the screen's.
